ERK EGF inh: EGF-driven ERK pathway inhibition | HEK293-V1b, EGF-stimulated phospho-ERK AlphaScreen | Potency, µM (highest dose often 11.5 µM), for the others: top-dose activity change, negative = inhibition, most hits filed as inhibitors | 0.41% of 130,000 active; active means well fitted inhibition curve with a large enough effect; inconclusive means small, poorly fitted or top-dose-only effect, or effect the other way;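 further: plate controls were stimulated vehicle wells for no effect and unstimulated vehicle basal for full effect; nearly all actives have a fitted effect of over 55% in size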
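Homogeneous cell-based phospho-ERK assay: HEK293/V1b cells in 1% FBS, compound 30 min then EGF 5 min, AlphaScreen luminescence. Activity normalized between DMSO and 25 nM EGF controls; AC50 from Hill modelling.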
* hit, by the source's call; ? = inconclusive; & = joins results of further samples; [ ] = another dose, or the depositor's remark. Potency means the concentration at half of the fitted maximal effect. Only part of the results is shown; rates above refer to the full screens.

Molecule | ERK EGF inh
COc1ccccc1NC(=S)N(Cc1ccco1)Cc1cc2cccc(C)c2[nH]c1=O | 2.7%
Cc1cccc(C(=O)O/N=C(/c2ccccc2)c2ccncc2)c1 | -6.4%
CC1CC(C)(C)NC(=S)N1CC(=O)NCc1ccc2c(c1)OCO2 (centres undefined) | -1.7%
Cc1cc(NS(=O)(=O)c2ccc(NC(=O)CSc3nc4ncc(Br)cc4[nH]3)cc2)nc(C)n1 | 5.4%[57.5 µM]
Cc1ccc(C)c(Cn2c(=O)n(CCCC(=O)NCc3ccco3)c(=O)c3ccccc32)c1 | 10.5%
O=C(/C=C/c1ccc2ccccc2n1)N1CCN(S(=O)(=O)c2ccc(F)cc2)CC1 | 19.8%[57.5 µM]
CSC1=NS(=O)(=O)c2c(C)nn(C)c2S1 | -7.3%[57.5 µM]
Cc1ccc2c(c1)C(c1ccccc1)CC(=O)O2 (centres undefined) | -0.5%[57.5 µM]
O=C(N/N=C/c1ccccc1C(=O)O)c1cccc(S(=O)(=O)Nc2cc(Cl)ccc2Cl)c1 | -4.8%[57.5 µM]
CC1CCC2(CC1)SCC(=O)N2c1ccccc1 (centres undefined) | 4.9%
COc1ccc(N2CCN(C(=S)Nc3ccc(C)cc3C)CC2)cc1 | -1.1%
O=S(=O)(NC(=S)Nc1ccccc1)c1ccc(F)cc1 | 10.5%[57.5 µM]
O=C(NC(C(=O)N/N=C/c1ccccn1)c1n[nH]c(=O)c2ccccc12)c1ccccc1 (centres undefined) | 8.3%[57.5 µM]
CCOC(=O)C1CCN(c2c(NCCN(CC)c3ccccc3)c(=O)c2=O)CC1 | -8.2%[57.5 µM]
CCCCc1nnc(NC(=O)c2nc3nccc(C)n3n2)s1 | -0.9%

Molecule | ERK EGF inh
c1ccc(C2CNCc3c2ccc2ccccc32)cc1 (centres undefined) | 12.5%
Cc1sc2nc(SC3CCOC3=O)n(Cc3ccccc3)c(=O)c2c1C (centres undefined) | -3.1%
CCOC(=O)c1nnn2c1nc(SCC(C)=O)c1ccccc12 | ?
COc1ccc(OC)c(C(=O)c2ccc(C(=O)Nc3cccc4ccccc34)cc2)c1 | 9.7%
COc1ccccc1-n1cnnc1SC(C)C(=O)Nc1cccc([N+](=O)[O-])c1 (centres undefined) | -6.0%
O=C(NNC(=S)NC(=O)c1ccccc1[N+](=O)[O-])c1ccccc1 | 0.6%
Cc1ccccc1N=C1NC(=O)/C(=C/c2cccnc2)S1 | -5.2%[57.5 µM]
Cn1ccnc1Sc1cc(NCCCO)c([N+](=O)[O-])c2nonc12 | -6.8%
CCC(Sc1ccc(C(=O)O)cc1)C(=O)O (centres undefined) | 5.7%
CCCC(=O)Nc1ccc(OC[C@@H](O)CNC(C)C)c(C(C)=O)c1 | -8.7%[25.7 µM]
O=C(Nc1ccccc1F)c1c[nH]c(=O)[nH]c1=O | 1.6%[57.5 µM]
Cc1nc2c(=O)[nH]c3ccccc3c2o1 | 3.6%
O/N=C/c1cn(-c2ccccc2)nc1-c1cccnc1 | -0.8%
COc1cccc(OCC(=O)NNC(=O)C(=O)N2CCCC2)c1 | 1.9%
CO/N=C\CC(=O)Nc1ccc(Oc2ccccc2)cc1 | -5.4%

Three compounds from above, arranged by length of the SMILES, rising.
Molecule | ERK EGF inh
O/N=C/c1cn(-c2ccccc2)nc1-c1cccnc1 | -0.8%
O=C(Nc1ccccc1F)c1c[nH]c(=O)[nH]c1=O | 1.6%[57.5 µM]
O=C(NNC(=S)NC(=O)c1ccccc1[N+](=O)[O-])c1ccccc1 | 0.6%

Carrying on.
Molecule | ERK EGF inh
CC(C)(C)C(=O)C[n+]1ccc(C(N)=O)cc1 | -2.3%
Cc1ccc(CSc2nnc(SCC(=O)N/N=C/c3c[nH]c4ccccc34)s2)cc1 | -14.2%
CC1(c2nnc(-c3ccccc3)o2)CC(c2ccc(Cl)cc2)=NO1 (centres undefined) | -7.7%[57.5 µM]
CCCCC(=O)NS(=O)(=O)c1ccc(N=NN2CCOCC2)cc1 | 4.0%
CCCC(=O)Nc1cc(C)c2c(=O)oc3ccccc3c2n1 | -3.2%[57.5 µM]
CC(C)OC(=O)Nc1ccc(-c2ccc(NC(=O)OC(C)C)cc2Cl)c(Cl)c1 | -9.5%[57.5 µM]
CC(C)CNc1nc(NC(C)(C)C)nc(Oc2ccc(=O)[nH]n2)n1 | 5.7%
CCC(=O)Nc1cccc(SC)c1 | 3.9%
CCCC1=NN(C(=O)Cc2ccc([N+](=O)[O-])cc2)C(O)(C(F)(F)F)C1 (centres undefined) | 4.3%
CN1CC(=O)N(CC(=O)N2CCC(Cc3ccccc3)CC2)C1=O | 1.2%
O=C(CSc1nncn1-c1ccccc1)Nc1cccc(S(=O)(=O)N2CCCCC2)c1 | 10.3%
Cc1cccc(-c2nc(C)cc(=O)[nH]2)c1 | -4.0%[57.5 µM]
COc1ccc(OC)c(-n2c(=S)[nH]c3c(sc(=S)n3-c3ccccc3)c2=O)c1 | -5.1%
CC(Oc1ncnc2ccccc12)C(=O)Nc1cccc(S(=O)(=O)N2CCOCC2)c1 (centres undefined) | 8.5%
CCN(C(=O)COC(=O)c1ccc(OC)c(S(=O)(=O)N2CCCc3ccccc32)c1)C1CCS(=O)(=O)C1 (centres undefined) | -1.0%

Molecule | ERK EGF inh
COc1ccc(CCNC(=O)CSc2nc(O)c(C(C)C)c(=O)[nH]2)cc1OC | 4.2%
Cc1ccoc1C(=O)N1CCCCC1C(=O)O (centres undefined) | 7.5%
COc1ccc(C(=O)NCCSc2ccccc2)cc1OC | -0.6%
Cc1cc(/C=C2/NC(=O)NC2=O)c(C)n1-c1ccncc1 | 0.7%
CCOC(=O)N/N=C/c1c(F)c(F)c(F)c(F)c1F | 4.6%
S=c1[nH]c(-c2ccccc2)cn1/N=C/c1cccc2ccccc12 | -3.0%
Cc1ccc(C(=O)N2CCN(C(=O)c3ccccc3)C2c2ccc(N(C)C)cc2)cc1 (centres undefined) | 2.9%
CCN(CC)CCNc1cc(C)nc2c1C(=O)C(=O)C=C2N1CCCCC1 | 12.2%
O=C(Cc1cccc(Cl)c1)Nc1ccc(Br)cc1 | -0.7%
Cc1cccc(NC(=O)c2ccccc2NC(=O)Cc2ccccc2)c1C | 3.7%[57.5 µM]
CC(=O)CCC1C2C(O)C(C(C)C)C(OC(=O)/C=C/c3ccccc3)CC12C (centres undefined) | -13.7%[57.5 µM]
C#CCOCCOCCOCCNc1nc(N2CCN(C(=O)[C@H]([C@@H](C)O)n3cc(CCCCN)nn3)CC2)nc(N2CCN(C(=O)[C@H]([C@@H](C)CC)n3cc(CCCN=C(N)N)nn3)CC2)n1 | 5.6%
CCn1c(=N)c(C(=O)NC)cc2c(=O)n3cccc(C)c3nc21 | -14.4%[57.5 µM]
CCC(C(=O)Nc1ccsc1C(=O)OC)c1ccccc1 (centres undefined) | -11.2%
CC1(C)CC(=O)C2=C(C1)Nc1ccccc1N=C2 | -3.9%

Retrieved by structure from the list above (four):
Molecule | ERK EGF inh
Cc1ccoc1C(=O)N1CCCCC1C(=O)O (centres undefined) | 7.5%
CC1(C)CC(=O)C2=C(C1)Nc1ccccc1N=C2 | -3.9%
CCn1c(=N)c(C(=O)NC)cc2c(=O)n3cccc(C)c3nc21 | -14.4%[57.5 µM]
Cc1cccc(NC(=O)c2ccccc2NC(=O)Cc2ccccc2)c1C | 3.7%[57.5 µM]

Other results:
Molecule | ERK EGF inh
CC(=O)N1CCC2(CC1)CCN(c1ncccn1)CC2 | 8.9%
Fc1ccc(NC(=S)N2CCN(c3ncccn3)CC2)cc1 | 10.0%
Cc1cccc(C)c1NC(=O)COC(=O)C1CC(=O)N(Cc2ccccc2)C1 (centres undefined) | -0.4%
CC(Cc1ccccc1)C(=O)NCc1nc2ccccc2s1 (centres undefined) | 6.8%
COc1ccc(-c2csc(-n3ncc(-c4ccccn4)c3N)n2)cc1 | 2.1%
Cc1ccnc(SCc2cc(=O)c(OC(=O)c3ccc(S(=O)(=O)N4CCCC4)cc3)co2)n1 | -5.1%
COc1ccc(C2CC(c3c(O)cc(C)oc3=O)=NCCS2)c(OC)c1 (centres undefined) | -22.2%[57.5 µM]
O=C(/C=C/c1cccs1)N1CCOCC1 | 5.8%
O=C(CSc1nc2ccccc2[nH]1)N1c2ccccc2Sc2ccccc21 | 12.3%
CN(Cc1ccon1)Cc1cn(C)nc1-c1ccc(Oc2ccccc2)cc1 | -8.7%[57.5 µM]
CCOC(=O)N1CCc2c(sc3c2c(=O)n(Cc2ccccc2)c(=O)n3CC(=O)NCCOC)C1 | -7.2%
CCC(CO)NS(=O)(=O)c1cc(-c2nn(C)c(=O)c3ccccc23)ccc1C (centres undefined) | 2.6%
COC(=O)c1n[nH]n(-c2ccc(F)c(Cl)c2)c1=O | 2.1%[57.5 µM]
CC(C)(C)c1cc(NC(=O)CSc2nncs2)n(-c2ccccc2)n1 | 0.4%
Cc1nc(Sc2ccccc2)c(C#N)c(C)c1[N+](=O)[O-] | -1.0%[57.5 µM]

SMILES	ERK EGF inh
CNC(=O)c1cc2cccc(OC)c2oc1=O	4.3%
Nc1ccc(Cc2ccccn2)cc1	-1.7%
CC1=Nc2ccc(Br)cc2C(c2ccccc2)N1CC(=O)O (centres undefined)	5.3%
C/C(=N/NC(=O)CCC(=O)Nc1cccc(Cl)c1)c1ccc(C)cc1	-7.7%
COc1cc(/C=C(\C#N)C(=O)NC(C)C)cc(Cl)c1O	-6.9%
CC(C)(C)C1CCc2c(sc(NC(=O)CSc3nnc(-c4ccccc4)o3)c2C#N)C1 (centres undefined)	-11.2%
COC(=O)/C=C\c1cc(O)ccc1O	-6.5%
O=C(/C=C/c1ccccc1)/C=C/c1ccccc1	-4.1%[57.5 µM]
CC(=O)c1ccc(S(=O)(=O)N2CCC(NC(=O)Nc3cccc(F)c3)CC2)cc1	-6.8%[57.5 µM]
CC(=O)N1CCC(C(=O)Nc2cc(C)cc(C)c2)CC1	9.5%[57.5 µM]
C=C(C)c1cccc(C(C)(C)NC(=O)NCc2ccncc2)c1	15.2%
COc1cccc(-c2nc(Oc3cc(C)cc(C)c3)c3ccccc3n2)c1O	12.9%
O=C(O)C1=C[C@@H](c2ccc(C(F)(F)F)cc2)C[C@@H](OCc2ccc(CO)cc2)O1	2.3%[57.5 µM]
CCOc1cccc(OCCOCCOc2ccccc2C(C)=O)c1	-12.3%
CC(C)(C)C(=O)N1CCC[C@H]1C(O)(c1ccccc1)c1ccccc1	8.8%
C[C@@H](C(=O)NCC1CC1)[C@@H]1C[C@@]1(C)[C@@H](NC(=O)OCc1ccccc1)c1ccccc1	2.0%&6.0%
Cc1ccc(S(=O)(=O)N(C)C)cc1NC(=O)c1ccc(OC(F)(F)F)cc1	-0.4%
Cc1[nH]c2ccccc2c1/C=N/NC(=O)CNC(=O)c1cccs1	1.8%[57.5 µM]
CCCC(=O)NC(=S)Nc1ccc(N2CCOCC2)c(Cl)c1	-4.0%
CC(CCc1ccccc1)NC(=O)/C=C/c1ccc(F)cc1 (centres undefined)	7.9%

SMILES	ERK EGF inh
COc1ccc(-n2cc(CN(C)C3CCOCC3)c(-c3cccc(F)c3)n2)cc1	4.7%
CCOC(=O)c1[nH]cnc1C(=O)Nc1ccccc1C	-3.9%
CCOc1cccc2cc(-c3csc(NC(=O)CCC(=O)NCCCN4CCC(C)CC4)n3)c(=O)oc12	4.1%
COC(=O)CNc1nc(Cl)nc(Nc2ccc(C)cc2)n1	-7.3%
COCN(C#N)c1nc(N(C)C)nc(N(C)C)n1	10.7%
CCn1nc(C)c([N+](=O)[O-])c1C(=O)NNC(=O)c1ccc(Cl)cc1	-12.4%[57.5 µM]
CCCc1cc(NCCCO)n2c(nc3ccccc32)c1C#N	-1.9%[57.5 µM]
FC(F)(F)c1ccc(C2[C@H]3CN(Cc4ccc(-c5ccccc5)cc4)[C@H](c4ccccc4)C34CC2(c2cccnc2)C4)cc1 (some centres undefined)	-10.7%
O=C(c1cc2cc(Cl)ccc2oc1=O)N1CCCC1	-5.2%
Cc1c(Cl)c([N+](=O)[O-])nn1CCCC(=O)Nc1sc2c(c1C(N)=O)CCC(C)C2 (centres undefined)	-4.6%
CC(=O)Oc1ccc(N2C(=O)C3C(C2=O)C(C(=O)c2ccc(Cl)cc2)N2CCCC32)cc1 (centres undefined)	4.3%[57.5 µM]
O=C(Cc1cccs1)Nc1cccc(-c2nnc(-c3ccco3)o2)c1	-0.4%
C/C(=N/O)c1ccccn1	-13.7%[57.5 µM]
COc1ccc(-n2cc(C(=O)O)c(=O)cc2C)cc1	5.1%
O=C(NC1CCCCC1)C(c1ccco1)N(CCc1ccccc1)C(=O)C(F)(F)F (centres undefined)	4.0%
O=C(O)/C=C/S(=O)(=O)c1ccc2ccccc2c1	-5.5%[57.5 µM]
Cc1c(N2C(=O)CSC2c2ccc(F)cc2)c(=O)n(-c2ccccc2)n1C (centres undefined)	1.1%[57.5 µM]
Cc1cccc(C)c1NC(=O)CN1N=NC2C(=O)N(c3cccc(Cl)c3)C(=O)C21 (centres undefined)	-14.1%
COc1ccc(Cn2c(O)c(C=Nc3ccc(OC)cc3)c3ccccc3c2=O)cc1	-3.5%
COC(=O)Cc1ccc(NC(=S)NCCSc2ccc(Cl)cc2)cc1	28.2µM*

SMILES	ERK EGF inh
O=C(CSC1=NCCS1)c1ccc(Cl)cc1	-7.9%
Cc1cc(Cl)cc(Cl)c1CNc1c([N+](=O)[O-])c(=O)oc2ccccc12	2.5%
O=C(c1ccncc1)N1CCC2(CCCN(c3ncccn3)C2)CC1	-14.9%
COc1cc(NC(=S)NC(=O)c2cccs2)ccc1NC(=O)C(C)C	-10.0%[57.5 µM]
CCCCN1C(=O)C(=O)NC[C@@H]1C(C)O (some centres undefined)	-7.1%[57.5 µM]
CCCCn1c(SCC(=O)N(C)C)nnc1-c1ccncc1	4.4%
CC1(C)CC(=O)c2cc(C(=O)NC3CCSC3=O)c(=O)n(-c3ccc(Cl)cc3)c2C1 (centres undefined)	-3.8%
C[N+](C)(C)CC/C=C1/c2ccccc2CSc2ccccc21	15.3%
